MBNL1 CUG block – qHTS Assay for Inhibitors of MBNL1-poly(CUG) RNA binding; TR-FRET MBNL1-His/biotin-(CUG)12 binding, 665/545 ratio; 280,000 compounds, 0.036% hits; Muscleblind-like protein 1 (Homo sapiens), Q9NR56; Potency, µM (doses to about 57.5 µM), inactives show top-dose activity change, negative = inhibition, usual class: inhibitors; active = well fitted inhibition curve with a large enough effect in the signal ratio, with a control signal flat, not every such curve was filed as active; inconclusive = small, poorly fitted or top-dose-only effect, or effect the other way, or a change in a side signal; inactive = no such curve, though single readings can be large or run the other way; the % refers to the signal ratio; note: potency is the fitted concentration of half-maximal effect; % is set by controls: 0 for no effect and ±100 for the full control effect
Target sequence (Q9NR56 whole entry, looked up): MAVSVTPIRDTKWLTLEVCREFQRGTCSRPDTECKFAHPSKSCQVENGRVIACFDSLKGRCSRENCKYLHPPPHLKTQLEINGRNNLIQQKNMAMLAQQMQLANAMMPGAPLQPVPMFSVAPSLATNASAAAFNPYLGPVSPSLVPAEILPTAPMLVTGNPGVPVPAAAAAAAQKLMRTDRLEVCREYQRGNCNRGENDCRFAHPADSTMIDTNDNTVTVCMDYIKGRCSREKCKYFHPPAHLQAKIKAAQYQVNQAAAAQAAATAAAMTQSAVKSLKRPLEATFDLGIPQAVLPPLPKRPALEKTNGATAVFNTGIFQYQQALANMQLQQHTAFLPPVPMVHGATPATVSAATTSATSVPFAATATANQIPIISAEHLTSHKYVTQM
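TR-FRET readout: Ex 340 nm, 665/545 nm emission ratio, normalized to buffer-only (basal) and MBNL1-(CUG)12 controls. Complex of MBNL1-His with Biotin-(CUG)12, compounds 92 nM–58 uM, incubated 60 min at room temperature.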
KCNH2 3.1 block – qHTS for Inhibitors of KCHN2 3.1: Mutant qHTS. Potassium voltage-gated channel subfamily H member 2, brain isoform KCNH2 3.1 (human). U2OS KCNH2 3.1, thallium flux FluxOr; stronger effect = lower value. activity change, % (tested at about 1.8 µM). 340,000 compounds, 0.95% hits;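 active = maximum activity change below -70%; inconclusive = maximum activity change from -70% to -50%; inactive = maximum activity change above -50%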;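 note: thallium influx rate constant from kinetic fluorescence after stimulation buffer; % is set by controls: 0 for no effect and ±100 for the full control effect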
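FluxOr-based Tl+ influx in U2OS cells transduced with KCNH2 3.1 virus; rate constants normalized to DMSO controls.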
MLL CXXC-DNA inh – qHTS Fluorescence Polarization Assay for Inhibitors of MLL CXXC domain - DNA interaction; MLL-CXXC / FITC-HOXA9 DNA fluorescence polarization; Histone-lysine N-methyltransferase 2A (Homo sapiens), Q03164; 290,000 compounds, 0.037% hits; Potency, µM (titrated, usually from 115 µM), for inactives: at the top dose activity change, negative = inhibition, hits mostly inhibitors; active = well fitted inhibition curve with a large enough effect in the polarisation, with a control signal flat, not every such curve was filed as active; inconclusive = small, poorly fitted or top-dose-only effect, or effect the other way, or a change in a side signal; inactive = no such curve, though single readings can be large or run the other way; the % refers to the polarisation; note: potency is the fitted concentration of half-maximal effect
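Steps: dispense CXXC domain solution (7 uM) → pin compounds or unlabeled HOX-A9 DNA control → 5 min ambient → add FLSN-HOX-A9 solution (50 nM) → spin → 30 min ambient → fluorescence polarization. Tris pH 7.5/NaCl/DTT/BSA buffer.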
a7 integrin act – qHTS for Activators of Integrin-Mediated Alleviation for Muscular Dystrophy; alpha7betagal myoblasts, beta-gal FDG fluorescence, 48 h; 350,000 compounds, 0.064% hits; Potency, µM (series often up to 38.3 µM), for the others: top-dose activation, hits mostly activators;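 note: potency is the fitted concentration of half-maximal effect; 100% = response of the positive control SU9516; nearly all actives have a fitted effect of over 60% in size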
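Alpha7betagal+/- myoblasts (passage 13) were plated 16-24 hr, then exposed to compounds (1:260 dilution of DMSO stock) for 48 hours at 37C. After MPER lysis, β-galactosidase reporter activity was read as FDG fluorescence (ex 480/em 540) after 30 minutes.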
S-ASM inh – Inhibitors of Secretory Acid Sphingomyelinase (S-ASM): qHTS; placental ASM, HMU-PC fluorogenic substrate, 60 min; Potency, µM (highest dose often 57.5 µM), for the others: top-dose activity change, negative = inhibition, usual class: inhibitors; 340,000 compounds, 0.006% hits; AID 504937, 2011; Sphingomyelin phosphodiesterase (Homo sapiens), P17405; note: potency is the fitted concentration of half-maximal effect
Target sequence (P17405 47-631 limits assumed): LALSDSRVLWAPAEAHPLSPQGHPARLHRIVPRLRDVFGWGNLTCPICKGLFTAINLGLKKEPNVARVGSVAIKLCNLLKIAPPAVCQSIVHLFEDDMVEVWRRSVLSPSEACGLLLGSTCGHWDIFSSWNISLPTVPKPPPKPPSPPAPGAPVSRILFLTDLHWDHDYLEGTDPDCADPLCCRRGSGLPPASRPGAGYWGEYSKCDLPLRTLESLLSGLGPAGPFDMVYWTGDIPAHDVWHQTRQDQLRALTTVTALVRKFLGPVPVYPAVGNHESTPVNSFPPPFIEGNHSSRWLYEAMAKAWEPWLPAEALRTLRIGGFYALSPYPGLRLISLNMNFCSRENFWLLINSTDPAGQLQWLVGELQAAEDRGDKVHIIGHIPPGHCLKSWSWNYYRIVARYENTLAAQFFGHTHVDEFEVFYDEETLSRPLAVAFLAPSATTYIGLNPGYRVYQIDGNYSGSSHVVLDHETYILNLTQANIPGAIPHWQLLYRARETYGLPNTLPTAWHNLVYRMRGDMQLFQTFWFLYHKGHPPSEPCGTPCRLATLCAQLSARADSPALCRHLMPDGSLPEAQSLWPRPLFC
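Steps: dispense placental human ASM, pin compound, wait 10 min at room temperature, add HMU-PC0 substrate at 9 uM final, incubate 60 min at 37 °C, add stop solution raising pH to 10, read fluorescence.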
KCNH2 WT inh – qHTS for Inhibitors of KCHN2 3.1: Wildtype qHTS; AID 720551, 2013; Voltage-gated inwardly rectifying potassium channel KCNH2 (Homo sapiens), Q12809; U2OS, BacMam KCNH2, thallium flux FluxOr; stronger effect = lower value; 340,000 compounds, 0.37% hits; activity change, % at 1.84 µM;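 active = maximum activity change below -70%; inconclusive = maximum activity change between -70% and -50%; inactive = maximum activity change above -50%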; note: % is set by controls: 0 for no effect and ±100 for the full control effect
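U2OS cells were transduced with wild-type KCNH2 virus (2.03 x 10^8 / mL) for 4 h at room temperature, then cultured overnight at 37 C. Thallium flux was read with FluxOr dye. Rate constants were normalized to DMSO controls.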
TRPV1 agonist – HTS Assay for Compounds that Act as Agonists of the Vanilloid Receptor 1. Transient receptor potential cation channel subfamily V member 1 (Homo sapiens), Q8NER1. TRPV1-expressing cells, Fluo-8 calcium influx, agonist mode. activation, % at 8.33 µM. 320,000 compounds, 0.19% hits; in the data active = activation above about 80%; inconclusive = between about 30% and that limit; note: 0% is about no effect
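TRPV1-expressing cells were cultured overnight at 35.5C and loaded with Fluo-8 calcium dye for 40 to 90 min at room temperature. After a 10 s baseline, compound was added and calcium influx was read kinetically for 3 min (ex 480/em 520 nm).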
AT treatment – qHTS Assay for Identifying a Potential Treatment of Ataxia-Telangiectasia | […] A-T fibroblasts, KAP-1 phosphorylation AlphaLISA; neocarzinostatin DNA damage 30 min before lysis | Potency, µM (highest dose often 57.5 µM), for the others: at the top dose activation, actives largely listed as activators | 320,000 compounds, 0.19% hits; note: potency is the fitted concentration of half-maximal effect; % of control where 0% means no effect; nearly all actives have a fitted effect of over 45% in size
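ATM-like activity read as KAP-1 phosphorylation via AlphaLISA donor/acceptor antibody pairs after lysis and 6 hr at 25C. Cells were ATM-null patient fibroblasts ([…], hTERT), dosed 60 min, then exposed to the DSB inducer NCS for 30 min.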
Coupling enz – qHTS Assay for Inhibitors of Fructose-1,6-bisphosphate Aldolase from Giardia Lamblia: Coupling assay counterscreen. coupling enzyme system counterscreen, AmpLite Red fluorescence. activity change, negative = inhibition, % at 58.2 µM, hits read low. 290,000 compounds, 0.67% hits; in the data active = activity change below about -30%; note: % is set by controls: 0 for no effect and ±100 for the full control effect
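Activity here indicates interference with the coupling reaction, not aldolase inhibition. Compounds at 57.5 uM final met coupling enzymes for 10 min at RT; substrate and AmpLite Red detection followed, with a 525/598 nm fluorescence read after 20 min.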
GALK inhibitor – qHTS Assay for Inhibitors of Human Galactokinase (GALK). Purified GALK, Kinase-Glo residual ATP luminescence. Potency, µM (series often up to 57.5 µM), for inactives: top-dose activity change, negative = inhibition, usual class: inhibitors. 270,000 compounds, 0.007% hits. AID 1868, 2009; note: potency is the fitted concentration of half-maximal effect; % is set by controls: 0 for no effect and ±100 for the full control effect
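GALK at 5 nM final was combined with compound, 35 uM ATP and 100 uM galactose in HEPES pH8.0 with MgCl2 and DTT. The reaction ran one hour at room temperature before luminescent ATP detection.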
* marks the source's active call; other numbers are inactive results; ? = inconclusive; . = no result given; [ ] = dose if it differs, or a comment. Unless noted, calls come from the whole dose curve; as a rule, active = well fitted curve in the direction sought with a large enough effect; inconclusive = small, poorly fitted or top-dose-only effect, or another doubt; inactive = no such curve, though single readings can be large; an effect the other way counts as inactive or inconclusive.

Assay codes – A = MBNL1 CUG block; B = KCNH2 3.1 block; C = MLL CXXC-DNA inh; D = a7 integrin act; E = S-ASM inh; F = KCNH2 WT inh; G = TRPV1 agonist; H = AT treatment; I = Coupling enz; J = GALK inhibitor
[1] O=C(Cc1cccc(NC(=O)C2CCN(C(=O)CCc3ccccc3)CC2)c1)Nc1cccc(C(=O)N2CCCCC2)c1
  A = .; B = -47.4; C = .; D = -6.6%; E = 6.9%; F = 16.7; G = .; H = .; I = .; J = .

[2] CNS(=O)(=O)c1cc(NC(=O)c2cccc3cccnc23)ccc1C
  A = 14.9%; B = -7.6; C = -3.4%; D = 38.8%; E = -6.4%; F = 3.7; G = 1.5; H = -5.4%; I = -4.0; J = 10.8%

[3] O=C(N/N=C\c1ccc(Cl)cc1Cl)c1sccc1-n1cccc1
  A = -3.2%; B = -20.7; C = 5.6%; D = 15.9%; E = -14.4%; F = -14.1; G = 11.4; H = -4.2%; I = 4.0; J = -0.1%

[4] C#CCOCCOCCOCCNc1nc(N2CCN(C(=O)CCCCCCCCCCNC(=O)[C@H](CO)n3cc(CCCSC)nn3)CC2)nc(N2CCN(C(=O)CCCCCCCCCCNC(=O)[C@H](CO)n3cc(CCCSC)nn3)CC2)n1
  A = .; B = -18.8; C = .; D = 13.9%; E = 5.0%; F = -5.4; G = 3.0; H = -8.4%; I = .; J = .

[5] Cc1ccc(CC(=O)NCCCn2ccnc2)cc1
  A = -3.2%; B = 1.7; C = -7.9%; D = 1.4%; E = -0.9%; F = 5.4; G = 0.7; H = 7.1%; I = -0.5; J = -0.8%

[6] C#CCOc1ccc2c3c(c(=O)oc2c1)CCCC3
  A = 0.6%; B = -1.8; C = -4.0%; D = -2.7%; E = 33.9%[activator]; F = -1.2; G = 1.2; H = 2.7%; I = -1.0; J = 1.7%

[7] Cc1ccc(CN2CC(C(=O)OCc3ccccc3Cl)CC2=O)cc1 (stereo not drawn)
  A = .; B = 12.4; C = .; D = 20.7%; E = 2.5%; F = 16.1; G = -1.5; H = 1.2%; I = .; J = .

[8] CCOC(=O)[C@H]1[C@H]2COc3ccccc3[C@@H]2N2C(=O)c3cc(F)c(F)cc3NC(=O)[C@@]12C
  A = .; B = 13.3; C = .; D = 8.8%; E = 1.7%; F = -6.1; G = ?; H = 1.8%; I = .; J = .

[9] Cc1ccc(OCCCC(=O)Nc2nccs2)cc1
  A = -2.5%; B = -13.9; C = 10.0%; D = 7.2%; E = -3.5%; F = -0.9; G = ?; H = 2.8%; I = -0.3; J = 0.4%

[10] COc1cc(NC(=O)C2C3CCC(O3)C2C(=O)O)cc(OC)c1 (stereo not drawn)
  A = 1.7%; B = -8.5; C = -13.1%; D = -20.6%; E = -0.1%; F = 27.6; G = -0.8; H = -10.0%; I = 1.5; J = 0.2%

[11] Cc1nc(CC(=O)Nc2nc(-c3ccccc3)cs2)cs1
  A = 2.6%; B = -3.7; C = -3.8%; D = -7.1%; E = 0.7%; F = 2.1; G = -5.3; H = -3.6%; I = 1.7; J = -1.2%

[12] CC1(c2cccs2)CC(c2cccs2)=C(C#N)C(=O)N1 (stereo not drawn)
  A = ?; B = -14.5; C = 13.2%; D = 5.6%; E = -0.8%; F = 13.7; G = 10.2; H = 0.1%; I = -13.6; J = 0.0%

[13] CCCc1nc2oc3c(NCC(C)O)ncnc3c2c2c1CCCC2 (stereo not drawn)
  A = -17.9%; B = -2.3; C = 0.4%; D = -12.8%; E = -9.2%; F = -3.4; G = 16.8; H = 1.1%; I = -1.5; J = 1.8%

[14] COCC(C)n1c(SCC(=O)c2cc(C)n(C)c2C)nc2ccccc2c1=O (stereo not drawn)
  A = -7.4%; B = -1.1; C = -3.4%; D = -35.0%[inhibitor]; E = -6.4%; F = -7.8; G = 5.1; H = -1.4%; I = -2.9; J = -0.2%

[15] CCCNC(=O)Cc1c(C)n(C(=O)c2ccc(Cl)cc2)c2ccc(OC)cc12
  A = 0.6%; B = -0.6; C = 27.8%; D = 6.2%; E = -7.8%; F = -8.9; G = 15.3; H = 0.5%; I = .; J = 1.6%

[16] CCCc1cc(C(=O)N2CCCC(Cc3ccccc3C)(C(=O)OCC)C2)no1 (stereo not drawn)
  A = -7.0%; B = 0.8; C = 0.9%; D = -10.1%; E = -0.8%; F = -3.2; G = ?; H = 8.6%; I = 0.1; J = -0.1%

[17] O=C1CC(N2CCN(S(=O)(=O)c3ccccc3F)CC2)C(=O)N1c1ccccc1Cl (stereo not drawn)
  A = .; B = -7.8; C = .; D = 14.7%; E = 1.5%; F = 4.2; G = -6.8; H = -3.9%; I = .; J = .

[18] Cc1cccc(NC(=S)NCCc2ccccc2)c1C
  A = 0.3%; B = 22.9; C = 6.3%; D = -7.4%; E = 4.0%; F = 0.9; G = 24.3; H = 4.4%; I = -1.9; J = 0.4%

[19] CC1(C)Cc2c(c(N3CCOCC3)nc3sc(-c4ccc(C(=O)O)o4)c(N)c23)CO1
  A = ?; B = 6.0; C = -4.4%; D = 6.2%; E = .; F = -12.8; G = 4.5; H = 11.9%; I = -18.5; J = -2.4%

[20] CCOCCCNS(=O)(=O)c1ccc(NC(=O)c2ccc(OC)c([N+](=O)[O-])c2)cc1
  A = 11.6%; B = 4.2; C = 1.4%; D = 6.2%; E = -7.1%; F = 1.9; G = 4.1; H = 2.7%; I = 0.3; J = 0.3%

[21] COc1ccc(C(=O)C[n+]2cccc(Br)c2)cc1
  A = 10.7%; B = -4.7; C = -2.7%; D = -14.7%; E = 2.1%; F = -1.0; G = 1.2; H = -1.3%; I = -0.6; J = -1.7%

Three entries picked at random from those above, as already listed:
Assay codes – A = MBNL1 CUG block; B = KCNH2 3.1 block; C = MLL CXXC-DNA inh; D = a7 integrin act; E = S-ASM inh; F = KCNH2 WT inh; G = TRPV1 agonist; H = AT treatment; I = Coupling enz; J = GALK inhibitor
[10] COc1cc(NC(=O)C2C3CCC(O3)C2C(=O)O)cc(OC)c1 (stereo not drawn)
  A = 1.7%; B = -8.5; C = -13.1%; D = -20.6%; E = -0.1%; F = 27.6; G = -0.8; H = -10.0%; I = 1.5; J = 0.2%

[2] CNS(=O)(=O)c1cc(NC(=O)c2cccc3cccnc23)ccc1C
  A = 14.9%; B = -7.6; C = -3.4%; D = 38.8%; E = -6.4%; F = 3.7; G = 1.5; H = -5.4%; I = -4.0; J = 10.8%

[14] COCC(C)n1c(SCC(=O)c2cc(C)n(C)c2C)nc2ccccc2c1=O (stereo not drawn)
  A = -7.4%; B = -1.1; C = -3.4%; D = -35.0%[inhibitor]; E = -6.4%; F = -7.8; G = 5.1; H = -1.4%; I = -2.9; J = -0.2%

Screens deposited in PubChem by National Center for Advancing Translational Sciences (NCATS).
